Calpain2 inh: blocks pig calpain II enzyme activity; purified calpain II, fluorogenic peptide substrate, 30 min; inhibition, % at 16 µM; 220,000 tested, 0.37% active; AID 1236;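 active = inhibition above about 50%, limit read from the data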
TRPML3 ag: human mucolipin-3 channel agonism. Q8TDD5. activation, % at 3 µM. AID 1448. 220,000 tested, 0.29% active. HEK293 TRPML3-YFP, Fluo-8 calcium fluorescence; 100% = the carbachol control signal;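 active = activation above its plate's cutoff, the mean activation of the plate's test wells plus 3 SD, cut at about 12% in these data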;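 also: 0% = DMSO only wells and 100% = carbachol wells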
Target sequence (Q8TDD5 whole entry, looked up): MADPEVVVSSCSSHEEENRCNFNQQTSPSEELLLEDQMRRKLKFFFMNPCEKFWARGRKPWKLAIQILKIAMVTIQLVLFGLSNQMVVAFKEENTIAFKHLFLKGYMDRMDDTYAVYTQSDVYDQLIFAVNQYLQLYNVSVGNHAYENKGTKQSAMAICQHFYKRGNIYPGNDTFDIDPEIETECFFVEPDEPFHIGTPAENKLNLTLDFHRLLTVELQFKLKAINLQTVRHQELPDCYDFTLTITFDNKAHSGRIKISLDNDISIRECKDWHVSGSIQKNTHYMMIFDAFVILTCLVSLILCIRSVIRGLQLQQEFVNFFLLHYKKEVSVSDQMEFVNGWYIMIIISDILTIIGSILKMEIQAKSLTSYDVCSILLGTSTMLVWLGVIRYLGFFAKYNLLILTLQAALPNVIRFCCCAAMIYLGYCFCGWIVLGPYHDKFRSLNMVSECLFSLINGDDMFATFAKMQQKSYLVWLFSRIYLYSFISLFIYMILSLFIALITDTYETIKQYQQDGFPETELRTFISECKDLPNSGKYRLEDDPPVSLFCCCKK
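Material: HEK293 cells stably carrying human TRPML3-YFP; compound dosing: single dose, 3 µM final nominal compound, 0.3% DMSO final; incubation: 1-h 37 °C dye load, 5-s basal, 120-s post-compound reads; technique: Fluo-8 intracellular calcium fluorescence, excitation 470-495 nm, emission 515-575 nm; read-out basis: percent activation from peak-to-basal fluorescence ratio, scaled between DMSO and carbachol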
BaF3 parental: parental Ba/F3 viability inhibition as JAK2V617F counter-screen. CellTiter-Glo ATP luminescence. inhibition, % at 5.6 µM. 220,000 tested, 1.1% active;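 active = inhibition above a per-campaign cutoff, the mean inhibition of all tested compounds plus 3 SD, cut at about 27% in these data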;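 also: 0% = DMSO wells and 100% = JAK Inhibitor I control wells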
S1P4 antag: blocks the human S1P4 receptor; inhibition, % at 4.98 µM; O95977; S1P4-expressing cells, antagonist mode, reporter read-out; 220,000 tested, 0.26% active; in the data active = inhibition above about 29%;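 also: 0% = wells stimulated with agonist and 100% = vehicle wells without agonist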
Ba/F3 V617F tox: lowers viability of Ba/F3 cells expressing EpoR and JAK2V617F. inhibition, % at 5.6 µM. 220,000 tested, 1.1% active. ATP luminescence. AID 1446;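 active = inhibition above the campaign mean plus 3 SD over all tested compounds, cut at about 24% in these data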;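 also: cytokine-independent growth of Ba/F3 cells driven by EpoR plus mutant JAK2; 0% = DMSO-treated cells and 100% = JAK inhibitor I control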
S1P4 agonist: human S1P4 receptor agonism. 220,000 tested, 0.35% active. activation, % at 4.98 µM. O95977. S1P4-expressing cell line, agonist reporter assay; in the data active = activation above about 11%;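 also: 0% = DMSO vehicle and 100% = reference agonist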
EP2 mod: modulators of human EP2 prostaglandin E2 receptor. P43116. EP2-expressing cells, cAMP HTRF FRET, PGE2 co-stimulation. induction, % at 25 µM. 260,000 tested, 0.83% active;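 active = compounds whose cAMP rise, as percent of the full-agonist control response, exceeds 60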;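 also: rat C6 glioma line stably carrying human EP2 under a CMV promoter; the protocol text gives 20 µM as final concentration; 100% = response of wells given 1 µM PGE2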
Target sequence (P43116 whole entry, looked up): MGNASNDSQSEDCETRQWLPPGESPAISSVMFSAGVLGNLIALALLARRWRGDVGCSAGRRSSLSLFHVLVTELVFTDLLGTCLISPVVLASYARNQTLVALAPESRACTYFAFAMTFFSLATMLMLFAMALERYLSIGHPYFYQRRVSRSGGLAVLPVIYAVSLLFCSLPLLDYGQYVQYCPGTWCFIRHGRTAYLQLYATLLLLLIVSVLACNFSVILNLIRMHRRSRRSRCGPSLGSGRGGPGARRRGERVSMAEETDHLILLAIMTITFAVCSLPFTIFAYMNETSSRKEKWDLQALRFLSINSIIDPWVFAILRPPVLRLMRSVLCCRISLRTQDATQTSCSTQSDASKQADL
TRPN1 ag: zebrafish TRPN1 (NompC) channel agonism; 220,000 tested, 0.18% active; HEK293 zebrafish TRPN1-YFP, Fluo-8 calcium fluorescence; 100% = response to 87 µM carbachol; activation, % at 3 µM;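 active = activation above its plate's cutoff, the mean activation of test wells on that plate plus 3 SD, cut at about 19% in these data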;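 also: 0% = DMSO alone and 100% = 87 µM carbachol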
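Material: zebrafish TRPN1-YFP in HEK293 cells; Doses: single test compound dose, 3 µM nominal, 0.3% DMSO; Timing: dye loading 1 h at 37 °C, then 30 min room temperature; Technique: intracellular calcium fluorescence with Fluo-8; Benchmarks: high carbachol 87 µM, low DMSO alone.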
PERK inhibitor: inhibitors of human PERK kinase. Q9NZJ5. CHO PERK-DD fusion, SEAP luminescence translation reporter. inhibition, % at 5.6 µM. 220,000 tested, 0.17% active. AID 1416;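 active = inhibition above the mean inhibition of all tested compounds plus 3 SD, set separately per screening campaign, cut at about 2.9% in these data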;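 also: PERK kinase domain activated by AP20187 dimerizer at 100 nM; 0% = DMSO with dimerizer and 100% = rapamycin at 8.4 µM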
Starred values were filed as active, the others as inactive; x = no result given; & = joins results of further samples; ! = repeats disagree.

mol	TRPML3 ag	S1P4 antag	EP2 mod	Ba/F3 V617F tox	BaF3 parental	S1P4 agonist	Calpain2 inh	TRPN1 ag	PERK inhibitor
CC(=O)C1=C(O)C(=O)N(c2cc(C(C)(C)C)on2)C1c1ccc(C(C)C)cc1 (stereo not given)	0.7	-16	16&-65	-3	1	0.5	-71	0.4	0.4
COc1ccc(N(CC(=O)NC2CCCC2)C(=O)CS(=O)CC(=O)Nc2ccc3c(c2)OCO3)cc1 (stereo not given)	0.9	2	31	-2	8	1.8	-7	1.0	0.5
COc1cc(S(=O)(=O)N(Cc2cccnc2)Cc2ccco2)ccc1-n1cnnn1	0.0	-2	79*!	-4	10	0.4	-16	0.7	-0.6
O=[N+]([O-])c1cccc(/C=N/NC2CCS(=O)(=O)C2)c1 (stereo not given)	1.0	7	-3	-1	-6	1.9	-10	1.7	1.6
Cc1nc(-c2coc3cc(OCC(=O)O)ccc3c2=O)cs1	0.5	5	x	3	6	0.0	x	0.7	1.2
NCCCC[C@H]1NC(=O)[C@H](CCC(=O)O)NC(=O)c2cc([N+](=O)[O-])cc(I)c2OCC[C@@H](C(N)=O)NC1=O	0.8	-3	28	-3	3	2.2	-23	0.2	0.4
CC(C)NC(=O)Nc1cccc(Cl)c1	0.5	1	4	-4	3	-2.4	6	-0.3	1.1
O=C(CC1C(=O)NCCN1Cc1ccccc1C(F)(F)F)NCCc1ccccn1 (stereo not given)	0.0	-13	6	1	80*	2.1	-13	0.1	0.1
CCOC(=O)C1=C(CN2CCC(C)CC2)NC(=O)NC1c1ccc(Cl)cc1 (stereo not given)	0.0	-12	60	6	12	1.4	29	-0.1	-0.6
C=C(C)COc1ccc(-c2[nH]ncc2-c2ccc(Br)cc2)c(O)c1	0.7	-2	9	10	4	2.1	42	0.2	0.4
CCOC(=O)c1cnc2c(-c3ccc(Cl)cc3)c(C)nn2c1N	0.5	-14	27	-3	1	-2.4	-183	-2.0	1.7
Cc1ccc(NC(=S)N2CCN(S(=O)(=O)c3c(F)cccc3F)CC2)cc1C	0.2	-9	-30	-1	4	7.3	6	2.5	-0.2
C1=C(c2ccccc2)CCN(c2ncnc3nc[nH]c23)C1	0.7	-1	-19	6	19	0.9	-22	0.2	1.0
CNC(=O)CC(C(=O)O)c1ccc(OC(C)C)cc1 (stereo not given)	0.7	13	21	3	4	1.2	-25	1.2	-0.7
CCN(CC)CCC(=O)c1ccc(F)cc1	-0.6	-4	-64	-4	-3	1.1	-14	-0.7	0.6
CC(C)C[C@@H](CN(C)N=O)N(C[C@H](Cc1ccccc1)N(CCc1ccccc1)N=O)N=O	2.0	2	36	-4	-1	7.1	42	3.0	1.2
CCOC(=O)CNC(=O)C1(c2ccccc2)CCCC1	0.6	7	15	1	6	0.6	12	0.5	0.7
COc1ccc(Cl)cc1NC(=O)NCCN1CCCCC1	0.7	-6	0	2	0	0.4	14	0.4	0.3
Cc1cc(NS(=O)(=O)c2ccc(NC(=S)Nc3ccc(Cl)cc3C)cc2)no1	1.6	-4	-18	-3	-3	-0.8	-7	-1.4	0.3
O=C(CN1C(=O)C2C3C=CC(C3)C2C1=O)NC1CCCc2ccccc21 (stereo not given)	0.1	-4	5	-2	2	-0.8	7	0.6	-1.1
CSc1nnc(C2CCCN2)n1C (stereo not given)	0.3	-17	18&17	-3	2	3.2	-38	0.9	0.5
COc1ccc(-c2nnc(SCC(=O)Nc3cc(F)ccc3C)o2)cc1	0.0	-7	16	0	2	0.7	13	0.7	1.6
CC(C)C(NS(=O)(=O)c1cccs1)C(=O)NCc1ccccc1Cl (stereo not given)	-0.1	-1	3	3	6	-0.9	32	-2.2	0.9
CN(Cc1ccon1)Cc1cn(C)nc1-c1ccc(Oc2ccccc2)cc1	-0.8	-17	-4	-1	-2	1.1	-4	0.6	-2.1
CC(=O)Nc1ccc(CN2CCN(CCc3ccccc3)C(CCO)C2)cc1 (stereo not given)	0.5	0	-9	2	7	-0.3	-14	0.2	0.7
O=C(NCC1COc2ccccc2O1)c1c[nH]c2ccc(S(=O)(=O)N3CCOCC3)cc2c1=O (stereo not given)	0.2	9	-10	-1	4	1.0	0	-0.4	1.3
Cc1ccc(N2CCN(C3=NC(=O)C(Cc4ccccc4)S3)CC2)cc1 (stereo not given)	-0.1	-11	9	-1	7	0.0	24	-0.6	0.5
CCOC(=O)Cn1c(=O)n(Cc2ccco2)c(=O)c2ccc(C(=O)NC3CCCC3)cc21	0.3	-3	-18	-3	6	0.2	-7	1.9	1.2
Cc1cccc2c1NC(C)CC2C (stereo not given)	0.9	-12	23	-1	4	3.8	-9	2.4	-0.8
COc1ccc(CCNC(=O)c2oc3ccc(S(=O)(=O)N4CCOCC4)cc3c2C)cc1OC	0.2	0	15	-1	6	0.3	27	0.9	-0.4
Cc1cccc(Nc2nc(N)nc(CC(=O)CSc3ccc(Cl)cc3)n2)c1	0.6	-7	-10	-7	-1	-3.6	10	-0.5	0.8
CCn1c(SCC(=O)N/N=C/C=C/c2ccccc2[N+](=O)[O-])nnc1-c1ccccc1	-0.7	-3	0	1	10	4.2	19	-0.2	-0.5
Cc1nc2ncnn2c(C)c1CCC(=O)NC(C)c1ccc2c(c1)OCCO2 (stereo not given)	0.9	-6	3	-4	0	1.5	-1	0.6	0.1
CC(Nc1ccccc1)c1ccncc1 (stereo not given)	0.1	-2	-37&18	3	6	1.8	-20	0.5	0.7
CN(C[C@H](Cc1ccccc1)N(C[C@@H](CC1CCCCC1)N(CCc1ccccc1)N=O)N=O)N=O	0.1	-4	12	-2	3	0.6	13	-0.9	0.0
Cc1c(C(=O)Nc2ccc(Cl)cc2)c2ccccn2c1CCc1ccncc1	0.3	-5	-22	-4	1	-0.4	-23	3.1	0.7
CCOC(=O)n1c(=O)n(Cc2cccc(C)c2)c2ccccc21	-1.0	-12	64*	-6	5	-0.1	16	-2.2	0.9
CC(C)C1CCC(C(=O)N[C@H](Cc2ccccc2)C(=O)O)CC1 (stereo not given in full)	0.9	1	x	-6	2	2.7	5	0.3	1.7
COC(=O)c1[nH]c2ccc(F)cc2c1NC(=O)CCN1CCN(C(=O)c2ccco2)CC1	-0.4	-16	-45	-3	-2	-0.2	-124	-1.1	-0.4
COc1ccc(CCNC(=O)CN(c2ccc(OC)c(OC)c2)S(C)(=O)=O)cc1	0.9	8	1	-6	-4	-0.5	-3	0.4	0.5

Random excerpt: four compounds from above, in no set order.
mol	TRPML3 ag	S1P4 antag	EP2 mod	Ba/F3 V617F tox	BaF3 parental	S1P4 agonist	Calpain2 inh	TRPN1 ag	PERK inhibitor
C1=C(c2ccccc2)CCN(c2ncnc3nc[nH]c23)C1	0.7	-1	-19	6	19	0.9	-22	0.2	1.0
CN(C[C@H](Cc1ccccc1)N(C[C@@H](CC1CCCCC1)N(CCc1ccccc1)N=O)N=O)N=O	0.1	-4	12	-2	3	0.6	13	-0.9	0.0
O=C(CC1C(=O)NCCN1Cc1ccccc1C(F)(F)F)NCCc1ccccn1 (stereo not given)	0.0	-13	6	1	80*	2.1	-13	0.1	0.1
CC(Nc1ccccc1)c1ccncc1 (stereo not given)	0.1	-2	-37&18	3	6	1.8	-20	0.5	0.7

Additional structures.
mol	TRPML3 ag	S1P4 antag	EP2 mod	Ba/F3 V617F tox	BaF3 parental	S1P4 agonist	Calpain2 inh	TRPN1 ag	PERK inhibitor
Cn1c(=O)c2cc(S(=O)(=O)NC(C(=O)NCc3ccccn3)c3ccccc3)ccc2n(C)c1=O (stereo not given)	0.1	-22	3	-1	5	0.1	-8	1.4	0.8
O=C(CNc1cccc(C(F)(F)F)c1)N/N=C/c1cn(-c2ccccc2)nc1-c1ccccc1	0.4	-12	-11	1	3	1.3	-23	3.1	1.4
CCC(=O)OCc1c(C(F)(F)F)nn(C)c1Sc1ccc(Cl)cc1	0.1	-5	18	-1	5	4.0	1	-0.5	1.2
Cc1cc(C)n2nc(SCc3nnc(SCCCCl)o3)nc2n1	0.8	-20	11	2	3	0.2	6	-1.9	0.5
O=C(CN(Cc1ccccc1)S(=O)(=O)c1ccc(Br)cc1)NCc1ccco1	-0.7	-4	23	0	4	0.7	37	-1.5	-1.6
NS(=O)(=O)c1ccc(CCNC(=O)CNC(=O)C2CCCCC2)cc1	1.0	-9	6	-4	-1	2.6	-29	-0.1	1.1
O=C(OCC(=O)N1CCN(C(=O)c2ccco2)CC1)c1cc(-c2cccc(Br)c2)nc2ccccc12	0.6	-14	32	4	7	-0.9	-67	2.2	-2.5
CCn1c(C(=O)O)c(CC(=O)Nc2ccccc2F)c2ccccc21	-0.2	4	26	1	0	0.0	-34	-1.0	1.8
CC(=O)c1ccc(NC(=O)C(C)n2c3ccccc3c3nc(=O)cc(C)n32)cc1 (stereo not given)	0.6	2	22	-7	5	-1.9	11	0.8	-1.2
CC(C)CC(=O)NC(=S)Nc1cc(C(F)(F)F)ccc1N1CCOCC1	0.7	-2	37	-1	8	7.9	23	1.9	0.6
O=C(Nc1ccc(Oc2ncccn2)cc1)c1ccco1	0.3	-7	18	3	2	9.5	6	0.3	-0.4
N/C(=N\c1nc2ccccc2o1)NC(=O)c1ccccc1Br	0.4	18	-4	-2	0	1.8	-69	-0.1	0.4
COc1cc2nc(N3CCNCC3)nc(N)c2cc1OC	0.0	4	-7	-2	4	-0.4	-211	0.8	1.1
CC(C)(C)c1ccc(-c2n[nH]c(=S)n2/N=C/c2ccncc2)cc1	-0.1	-6	-2	-5	2	1.8	-4	-1.2	0.7
COCc1cc(N2CCOCC2)nc(SCc2ccc(Cl)cc2)n1	-0.9	-13	49	0	-1	0.3	4	-1.8	1.1
CCN(CC(=O)Nc1cccc(C(C)=O)c1)S(=O)(=O)c1ccccc1	0.4	-1	-4	-3	2	0.0	-6	0.3	2.1
Cc1ccc(-c2c(C#N)c(N)nc3c2CCCCC3)o1	-0.1	-2	18	-4	2	-0.6	-25	-1.6	-0.1
CN(c1ccc(OCC(=O)OCC(=O)Nc2ccc(Br)cc2)cc1)S(=O)(=O)c1cccs1	0.5	-11	-37	-7	3	-0.6	44	0.0	1.4
Cc1ccc(C)c(C2=NNC(=NCc3ccccc3)SC2)c1	-0.3	-13	25	1	8	2.4	-20	-1.6	1.0
OC(C#CCN1CCOCC1)(c1ccccc1)C1CCCCC1 (stereo not given)	0.5	-8	16	-1	3	-1.4	-18	0.5	0.1
CCOC(=O)CSc1nc(C)c2cc(OC)ccc2n1	0.8	-13	25	-1	3	-2.9	-110	0.3	0.4
COc1ccc(/C=C/C(=O)C2C(=O)C=C(C)OC2=O)cc1O (stereo not given)	1.8	-11	21	-3	1	3.9	-3	1.3	0.6
